HIF act – HIF pathway transcriptional activation | actives 0.32% (n = 300,000) | activation, % at 7.5 µM (by protocol) | U2OS HRE-luciferase reporter, luminescence; normalized: DMSO 0%, desferrioxamine 100%;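 active = mean activation of at least 10% of the iron chelator positive control signal, with at least half of replicates also reaching 10%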
TRPC4 block – TRPC4 (mouse) channel inhibition | HEK293 TRPC4beta/mu-opioid, DAMGO-evoked Fluo4 calcium flux; active compounds read low | B-score at 10 µM | actives 0.39% (n = 300,000) | AID 2247;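 active = B-score over 3 SD under the library average, no early fluorescence shift, positive overall ratio signal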
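System: stable TRPC4beta/mu-opioid receptor HEK293 cells; Dosing: single-point compound dosing; Measured by: Fluo4 Ca2+ flux fluorescence; Read-out basis: per-well B score of integrated baseline-normalized Fluo4 ratio.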
TRPC4 act – activators of mouse TRPC4 channel; HEK293 TRPC4beta/mu-opioid, Fluo4 calcium fluorescence; active compounds read high; B-score at 10 µM; actives 0.49% (n = 310,000); AID 2237;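 active = B-score above 5 SD of library B-scores, and initial fluorescence ratio not above library mean plus 5 SD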;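 also: positive B-score marks a calcium rise read as TRPC4 activation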
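System: HEK293 cells stably co-expressing mouse TRPC4beta and mu-opioid receptor; Schedule: Fluo4 dye loading 45 min at room temperature, 110 s recording; Detection: Fluo4 fluorescence, kinetic; Evaluation: B-scored integrated calcium fluorescence ratio; Controls: buffer (low) and maximal DAMGO (high).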
aSyn 5UTR inh – MLPCN primary screen, SNCA 5' untranslated region; inhibition, % (tested at 7.5 µM); alpha-synuclein 5'UTR reporter, inhibitor activity; actives 0.82% (n = 300,000); AID 1813; in the data active = inhibition above about 60%;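 also: H4 neuroglioblastoma cells stably carrying SNCA 5'UTR luciferase fusion; 0% = DMSO wells and 100% = positive control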
KLF5 inhibitor – inhibitors of KLF5 expression. DLD-1 KLF5 promoter-luciferase reporter, luminescence. inhibition, % at 5 µM. actives 0.23% (n = 290,000). AID 1700;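 active = inhibition above a per-plate limit of that plate's mean compound inhibition plus 3 SD, cut at about 60% in these data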;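 also: 0% = DMSO wells and 100% = LY294002 at 200 µM; higher means less KLF5 promoter-driven luciferase light; inactives centre near -14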
TRPC4 potent – allosterically enhances the mouse TRPC4 cation channel | B-score at 10 µM | actives 0.42% (n = 310,000) | Q9QUQ5 | HEK293 TRPC4beta/mu-opioid, DAMGO EC20, Fluo-4 Ca2+ flux; active compounds read high;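 active = B-score of calcium response area above 5 SD of library B-scores, with initial fluorescence ratio within 5 SD of library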;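 also: B-score of integrated fluorescence ratio over time as area under calcium response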
MrgX1 antag – antagonists of human MrgX1 receptor; AID 588676; Q96LB2; MRGX1-HEK293 calcium flux, Fluo-4, BAM8-22 antagonism; active compounds read low; actives 1.3% (n = 310,000); B-score at 10 µM;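 active = calcium-response B-score plate-corrected more than 3 library SD below zero, starting fluorescence within 5 deviations, no agonist response on first addition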;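 also: peak minus trough fluorescence over baseline after final BAM8-22 challenge near maximal dose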
Target sequence (Q96LB2 whole entry, looked up): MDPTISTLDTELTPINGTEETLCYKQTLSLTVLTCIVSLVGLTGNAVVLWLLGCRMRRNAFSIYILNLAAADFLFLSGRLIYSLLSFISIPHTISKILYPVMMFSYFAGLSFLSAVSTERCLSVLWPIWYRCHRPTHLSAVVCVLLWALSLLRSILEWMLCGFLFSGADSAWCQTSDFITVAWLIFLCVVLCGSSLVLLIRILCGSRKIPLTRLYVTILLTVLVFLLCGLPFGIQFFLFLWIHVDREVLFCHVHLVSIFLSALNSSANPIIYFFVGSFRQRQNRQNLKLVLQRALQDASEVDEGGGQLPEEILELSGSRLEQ
TRPC6 inhibitor – blocks the mouse TRPC6 cation channel; AID 2553; actives 1.1% (n = 310,000); HEK293-TRPC6, membrane potential dye, ACh-evoked depolarization; active compounds read low; B-score at 10 µM;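 active = B-score under library mean minus 3 SD, initial fluorescence not abnormally high, positive integrated signal ratio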;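 also: B-score derived from integrated fluorescence ratio over the kinetic read; more negative B-score means stronger inhibition of depolarization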
IEC-6 tox – counter-screen for KLF5 inhibitors: cytotoxicity in IEC-6 cells; inhibition, % at 5 µM; AID 1825; actives 0.78% (n = 290,000); IEC-6 cytotoxicity, luminescence viability; in the data active = inhibition above about 22%;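 also: 0% = plate median of test compound wells and 100% = cytotoxic reference compound wells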
SKKanGAS inh – blocks kanamycin growth of S. pyogenes SKKanGAS strain; BacTiter-Glo, 6 h; inhibition, % at 7.5 µM; actives 1.3% (n = 300,000);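 active = mean replicate score, as percent of positive control median, at least 50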;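 also: strain carries kanamycin resistance gene driven by streptokinase promoter and grows in 40 µg/ml kanamycin; loss of luminescence reflects streptokinase promoter inhibition or plain growth inhibition; 0% = median of DMSO wells and 100% = positive control at its reference dose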
TRPC6 act – activators of mouse TRPC6 channel; Q61143; HEK293-TRPC6 membrane potential dye fluorescence; active compounds read high; B-score at 10 µM; actives 0.13% (n = 310,000);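 active = B-score of the integrated fluorescence ratio above library mean plus 3 SD, and starting fluorescence ratio within library mean plus 5 SD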;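 also: higher score means more depolarization so channel activation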
An asterisk follows results filed as active. Not a hit list; about 5.8% have a hit in one of these screens.

Results for Cc1ccc(C2Nc3ccccc3C(=O)N2CCN2CCNC2=O)cc1 (stereo unspecified) ?
HIF act: -0.2; TRPC4 block: inactive; TRPC4 act: inactive; aSyn 5UTR inh: -4; KLF5 inhibitor: -18; TRPC4 potent: inactive; MrgX1 antag: inactive; TRPC6 inhibitor: inactive; IEC-6 tox: 0; SKKanGAS inh: -1; TRPC6 act: inactive

What do the screens show for `Cc1ccc(C(=O)OCC(=O)N(C)c2ccccc2)c(C)c1`?
HIF act: 0.4; TRPC4 block: inactive; TRPC4 act: inactive; aSyn 5UTR inh: -16; KLF5 inhibitor: -3; TRPC4 potent: inactive; MrgX1 antag: inactive; TRPC6 inhibitor: inactive; IEC-6 tox: 0; SKKanGAS inh: 1; TRPC6 act: inactive

What do the screens show for `N#C/C(=C(/O)COC(=O)CCc1ccc(S(=O)(=O)N2CCOCC2)cc1)c1nc2ccccc2[nH]1`?
HIF act: -31; TRPC4 block: inactive; TRPC4 act: inactive; aSyn 5UTR inh: 6; KLF5 inhibitor: -31; TRPC4 potent: inactive; MrgX1 antag: inactive; TRPC6 inhibitor: inactive; IEC-6 tox: 3; SKKanGAS inh: 13; TRPC6 act: inactive

How did Cc1ccc(C(=O)C2=C(O)C(=O)N(Cc3ccccc3)C2c2cccnc2)o1 (stereo unspecified) do in these assays?
HIF act: 0.3; TRPC4 block: inactive; TRPC4 act: inactive; aSyn 5UTR inh: 11; KLF5 inhibitor: -17; TRPC4 potent: inactive; MrgX1 antag: inactive; TRPC6 inhibitor: inactive; IEC-6 tox: -2; SKKanGAS inh: 2; TRPC6 act: inactive

Results for C/C(=N/NC(=O)c1ccc(C)s1)c1cccc(NC(=O)COc2ccc(Cl)cc2C)c1 ?
HIF act: 0.4; TRPC4 block: inactive; TRPC4 act: inactive; aSyn 5UTR inh: -73; KLF5 inhibitor: -11; TRPC4 potent: inactive; MrgX1 antag: inactive; TRPC6 inhibitor: inactive; IEC-6 tox: 1; SKKanGAS inh: 0; TRPC6 act: inactive

Results for CCOc1ccc(NC(=O)NC2CC(=O)N(c3ccc(OC)cc3)C2)cc1 (stereo unspecified) ?
HIF act: -0.5; TRPC4 block: inactive; TRPC4 act: inactive; aSyn 5UTR inh: 33; KLF5 inhibitor: -44; TRPC4 potent: inactive; MrgX1 antag: inactive; TRPC6 inhibitor: inactive; IEC-6 tox: 1; SKKanGAS inh: 1; TRPC6 act: inactive

What do the screens show for `COC(=O)C1(CC2CC(c3cccc(Br)c3)=NO2)CCN(C(=O)OC(C)(C)C)CC1` (stereo unspecified)?
HIF act: 0.3; TRPC4 block: inactive; TRPC4 act: inactive; aSyn 5UTR inh: -4; KLF5 inhibitor: 2; TRPC4 potent: inactive; MrgX1 antag: inactive; TRPC6 inhibitor: inactive; IEC-6 tox: 2; SKKanGAS inh: 11; TRPC6 act: inactive

Results for CCN(Cc1ccc(NC(C)=O)cc1)CC1CCCN(CCc2cccc(F)c2)C1 (stereo unspecified) ?
HIF act: -0.1; TRPC4 block: inactive; TRPC4 act: inactive; aSyn 5UTR inh: -14; KLF5 inhibitor: -15; TRPC4 potent: inactive; MrgX1 antag: inactive; TRPC6 inhibitor: inactive; IEC-6 tox: -1; SKKanGAS inh: 0; TRPC6 act: inactive

Results for COc1ccc(-c2ccc(OC)c([C@H]3[C@H]4C=CC[C@@H](C)[C@@H]4C(=O)N3Cc3ccccc3)c2)cc1OC ?
HIF act: 0.8; TRPC4 block: inactive; TRPC4 act: inactive; aSyn 5UTR inh: 29; TRPC4 potent: inactive; MrgX1 antag: inactive; TRPC6 inhibitor: inactive; SKKanGAS inh: 30; TRPC6 act: inactive

How did OCCn1nc(-c2ccccc2)cc1-c1ccccc1 do in these assays?
HIF act: 0.6; TRPC4 block: inactive; TRPC4 act: inactive; aSyn 5UTR inh: 7; KLF5 inhibitor: 7; TRPC4 potent: inactive; MrgX1 antag: inactive; TRPC6 inhibitor: inactive; IEC-6 tox: 4; SKKanGAS inh: 0; TRPC6 act: inactive

Results for CCOc1cc(/C=C2\SC(=S)N(Nc3ccccc3)C2=O)ccc1O ?
HIF act: 2.0; TRPC4 block: inactive; TRPC4 act: inactive; aSyn 5UTR inh: -165; KLF5 inhibitor: -52; TRPC4 potent: inactive; MrgX1 antag: inactive; TRPC6 inhibitor: inactive; IEC-6 tox: 7; SKKanGAS inh: 20; TRPC6 act: inactive

How did CCCCCCc1ccc(OCC(=O)OC)cc1OCC(=O)OC do in these assays?
HIF act: -0.1; TRPC4 block: inactive; TRPC4 act: inactive; aSyn 5UTR inh: 28; KLF5 inhibitor: -4; TRPC4 potent: inactive; MrgX1 antag: inactive; TRPC6 inhibitor: inactive; IEC-6 tox: 5; SKKanGAS inh: -3; TRPC6 act: inactive

The closing 2 compounds of the section above lead into the next:
Results for CCOc1cc(/C=C2\SC(=S)N(Nc3ccccc3)C2=O)ccc1O ?
HIF act: 2.0; TRPC4 block: inactive; TRPC4 act: inactive; aSyn 5UTR inh: -165; KLF5 inhibitor: -52; TRPC4 potent: inactive; MrgX1 antag: inactive; TRPC6 inhibitor: inactive; IEC-6 tox: 7; SKKanGAS inh: 20; TRPC6 act: inactive

How did CCCCCCc1ccc(OCC(=O)OC)cc1OCC(=O)OC do in these assays?
HIF act: -0.1; TRPC4 block: inactive; TRPC4 act: inactive; aSyn 5UTR inh: 28; KLF5 inhibitor: -4; TRPC4 potent: inactive; MrgX1 antag: inactive; TRPC6 inhibitor: inactive; IEC-6 tox: 5; SKKanGAS inh: -3; TRPC6 act: inactive

How did Cc1cc(C(=O)O)ccc1-n1c(C)ccc1C do in these assays?
HIF act: -0.1; TRPC4 block: inactive; TRPC4 act: inactive; aSyn 5UTR inh: -10; KLF5 inhibitor: -6; TRPC4 potent: inactive; MrgX1 antag: inactive; TRPC6 inhibitor: inactive; IEC-6 tox: -17; SKKanGAS inh: 3; TRPC6 act: inactive

What do the screens show for `COc1ccc(CN(Cc2nc3ccccc3c(=O)[nH]2)C(=O)c2ccco2)cc1`?
HIF act: 0.0; TRPC4 block: inactive; TRPC4 act: inactive; aSyn 5UTR inh: -13; KLF5 inhibitor: -29; TRPC4 potent: inactive; MrgX1 antag: inactive; TRPC6 inhibitor: inactive; IEC-6 tox: -1; SKKanGAS inh: -8; TRPC6 act: inactive

What do the screens show for `CCN(CC)CCOC(=O)c1ccc2c(c1)OCCO2`?
TRPC4 block: inactive; TRPC4 act: inactive; aSyn 5UTR inh: -13; KLF5 inhibitor: -27; TRPC4 potent: inactive; MrgX1 antag: inactive; TRPC6 inhibitor: inactive; IEC-6 tox: 0; SKKanGAS inh: -2; TRPC6 act: inactive

How did CC(=O)N1CCOc2ccc(S(=O)(=O)NC(C)c3ccccc3)cc21 (stereo unspecified) do in these assays?
HIF act: 0.1; TRPC4 block: inactive; TRPC4 act: inactive; aSyn 5UTR inh: -6; KLF5 inhibitor: -17; TRPC4 potent: inactive; MrgX1 antag: inactive; TRPC6 inhibitor: inactive; IEC-6 tox: 2; SKKanGAS inh: -1; TRPC6 act: inactive

What do the screens show for `CNC(=O)c1sc(=S)n(-c2ccc(OC)cc2)c1N`?
HIF act: 0.3; TRPC4 block: inactive; TRPC4 act: inactive; aSyn 5UTR inh: -1; KLF5 inhibitor: -11; TRPC4 potent: inactive; MrgX1 antag: inactive; TRPC6 inhibitor: inactive; IEC-6 tox: 0; SKKanGAS inh: 1; TRPC6 act: inactive

How did CC(=O)Nc1c([N+](=O)[O-])cc2[nH]c(=O)[nH]c2c1[N+](=O)[O-] do in these assays?
HIF act: 0.0; TRPC4 block: inactive; TRPC4 act: inactive; aSyn 5UTR inh: -1; KLF5 inhibitor: -20; TRPC4 potent: inactive; MrgX1 antag: inactive; TRPC6 inhibitor: inactive; IEC-6 tox: -2; SKKanGAS inh: -2; TRPC6 act: inactive

How did O=C(Cc1noc2ccccc12)Nc1ccccn1 do in these assays?
HIF act: 4.4; TRPC4 block: inactive; TRPC4 act: inactive; aSyn 5UTR inh: -89; KLF5 inhibitor: -57; TRPC4 potent: inactive; MrgX1 antag: inactive; TRPC6 inhibitor: inactive; IEC-6 tox: -4; SKKanGAS inh: 6; TRPC6 act: inactive

Results for CC(C)(C)c1ccc(C(=O)NCC(=O)OCC(=O)Nc2nc(-c3ccc(F)cc3)cs2)cc1 ?
HIF act: 0.8; TRPC4 block: inactive; TRPC4 act: inactive; aSyn 5UTR inh: -175; KLF5 inhibitor: -49; TRPC4 potent: inactive; MrgX1 antag: inactive; TRPC6 inhibitor: inactive; IEC-6 tox: -4; SKKanGAS inh: 4; TRPC6 act: inactive

Results for CCc1cccc(NC(=O)c2sc3nc4n(c(=O)c3c2C)CCC4)c1 ?
HIF act: 3.7; TRPC4 block: inactive; TRPC4 act: inactive; aSyn 5UTR inh: -137; KLF5 inhibitor: -146; TRPC4 potent: inactive; MrgX1 antag: inactive; TRPC6 inhibitor: inactive; IEC-6 tox: -1; SKKanGAS inh: 24; TRPC6 act: inactive

What do the screens show for `O=C1CC(c2ccco2)CC(O)=C1C=Nc1ccccc1-c1ccccc1` (stereo unspecified)?
HIF act: -0.3; TRPC4 block: inactive; TRPC4 act: inactive; aSyn 5UTR inh: 5; KLF5 inhibitor: -9; TRPC4 potent: inactive; MrgX1 antag: inactive; TRPC6 inhibitor: inactive; IEC-6 tox: 2; SKKanGAS inh: -5; TRPC6 act: inactive

How did Cc1ccc(C(=O)N/C(=C\c2cccs2)C(=O)NCC2CCCO2)cc1C (stereo unspecified) do in these assays?
HIF act: -0.5; TRPC4 block: inactive; TRPC4 act: inactive; aSyn 5UTR inh: -26; KLF5 inhibitor: -19; TRPC4 potent: inactive; MrgX1 antag: inactive; TRPC6 inhibitor: inactive; IEC-6 tox: 2; SKKanGAS inh: 6; TRPC6 act: inactive

Results for CC(=O)N1CCc2cc(S(=O)(=O)NCCCOC(C)C)ccc21 ?
HIF act: -0.9; TRPC4 block: inactive; TRPC4 act: inactive; aSyn 5UTR inh: 8; KLF5 inhibitor: -35; TRPC4 potent: inactive; MrgX1 antag: inactive; TRPC6 inhibitor: inactive; IEC-6 tox: 2; SKKanGAS inh: -3; TRPC6 act: inactive

Results for COC(=O)c1nnc(-c2ccccc2)nc1OC ?
HIF act: -0.6; TRPC4 block: inactive; TRPC4 act: inactive; aSyn 5UTR inh: 14; KLF5 inhibitor: 37; TRPC4 potent: inactive; MrgX1 antag: inactive; TRPC6 inhibitor: inactive; IEC-6 tox: 1; SKKanGAS inh: -5; TRPC6 act: inactive

How did COc1ccc(/C=C(/NC(=O)c2ccco2)C(=O)N2CCCC2=O)cc1 do in these assays?
HIF act: -0.3; TRPC4 block: inactive; TRPC4 act: inactive; aSyn 5UTR inh: -45; KLF5 inhibitor: -3; TRPC4 potent: inactive; MrgX1 antag: inactive; TRPC6 inhibitor: inactive; IEC-6 tox: -1; SKKanGAS inh: 3; TRPC6 act: inactive
